# LDHA block = blocks human lactate dehydrogenase A; P00338; purified LDHA, NADH/diaphorase-resazurin fluorescence; hits give low values; activity change, % (values are at about 110 or 230 µM); hit rate 0.15% among 480,000; AID 1347041; in the data active means activity change below about -30%; inconclusive means mostly about -25% to -30%;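 further: plate controls were DMSO wells for no effect and wells without enzyme for full effect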
#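 Human LDH5 (2 nM) was incubated with 0.06 mM NADH and 0.2 mM pyruvate for 5 min at room temperature in Tris pH 7.4. Remaining NADH was coupled through diaphorase/resazurin, and resorufin fluorescence was read at 0 and 20 min.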
# ALOX12 inh = inhibitors of human 12S-lipoxygenase ALOX12; purified 12hLO, xylenol orange hydroperoxide absorbance; Potency, µM (doses to about 108 µM), without a hit: top-dose activity change, negative = inhibition, most hits filed as inhibitors; hit rate 1.1% among 580,000; P18054; active means well fitted inhibition curve with a large enough effect; inconclusive means small, poorly fitted or top-dose-only effect, or another doubt; inactive means no such curve, though single readings can be large or run the other way; further: potency means the concentration at half of the fitted maximal effect
# Target sequence (P18054 whole entry, looked up): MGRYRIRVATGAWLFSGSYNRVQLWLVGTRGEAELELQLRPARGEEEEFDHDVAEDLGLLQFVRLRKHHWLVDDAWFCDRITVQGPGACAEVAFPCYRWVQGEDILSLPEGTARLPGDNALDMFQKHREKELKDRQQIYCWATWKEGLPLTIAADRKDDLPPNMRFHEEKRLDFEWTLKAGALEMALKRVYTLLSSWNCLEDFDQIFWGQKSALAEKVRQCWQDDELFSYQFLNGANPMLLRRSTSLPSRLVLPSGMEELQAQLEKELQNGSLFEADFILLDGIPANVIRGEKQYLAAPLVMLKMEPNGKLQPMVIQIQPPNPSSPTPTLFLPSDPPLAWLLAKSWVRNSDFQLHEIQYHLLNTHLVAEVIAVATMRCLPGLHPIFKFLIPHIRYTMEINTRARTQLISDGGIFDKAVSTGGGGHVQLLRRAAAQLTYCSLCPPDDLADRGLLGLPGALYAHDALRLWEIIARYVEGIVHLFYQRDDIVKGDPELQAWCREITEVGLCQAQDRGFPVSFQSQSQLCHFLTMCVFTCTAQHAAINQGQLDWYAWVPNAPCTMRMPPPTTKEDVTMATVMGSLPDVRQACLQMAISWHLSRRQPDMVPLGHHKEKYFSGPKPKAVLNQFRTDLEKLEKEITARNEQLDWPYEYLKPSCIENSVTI
#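 Purified human 12hLO (150 nM final) in 25 mM Hepes, 0.01% Triton X-100, pH 7.0 was preincubated 15 min at room temperature with compound. Then 40 uM arachidonic acid was added, 30 min. Hydroperoxide was read by Fe-XO absorbance ratio 573/405 nm.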
# Active calls of the source: *; ? = inconclusive; [ ] = another dose, or the depositor's remark. Unless noted, on the % scale 0 is the no-effect control and ±100 the full control effect. Not all compounds are listed; count on the stated rates, not on these rows.
LDHA block,ALOX12 inh,mol
6,-24%,Nc1ccc([N+](=O)[O-])cc1NS(=O)(=O)c1ccc2ccccc2c1
0,-20%,CCn1c(=O)n(CCC(=O)Nc2ccccc2C)c2ccccc21
0,14%,Cc1c(C(=O)Nc2nccs2)nnn1-c1ccccc1
-5,-38%,NC(=O)c1ccc(COC(=O)c2cc3ccccc3[nH]2)cc1
-2,6%,O=c1c2ccccc2nc(SCc2nnc(-c3ccccc3)o2)n1CCCO
8,63%,Cc1nc(NCCC(C)C)sc1C(=O)NC1CC1
1,-1%,Cn1ccnc1C(NC(=O)Nc1ccccc1)c1ccccc1F (stereo unspecified)
-4,?,COc1ccc(NC(=O)C(=O)c2c(C)[nH]c3ccccc23)cc1
-5,?,O=C(Nc1ccc(Oc2ccccc2)cc1)c1ccoc1
11,4%,O=C(CNc1nc(Cl)nc2nc[nH]c12)NCCc1c[nH]c2ccccc12
6,14%,CN1CCN(CCOc2ccc3cc(-c4ccccc4)c(=O)oc3c2)CC1
1,?,O=C1CCCC2=C1C(c1cccc(Cl)c1Cl)CC(=O)N2c1ccc(F)cc1 (stereo unspecified)
7,-4%,CCc1ccc(C(=O)N2CCc3c(sc4ncnc(N)c34)C2)cc1
-2,?,Cc1ccccc1NC(=O)Nc1ccc2nc(N3CCOCC3)cc(C)c2c1
-6,-3%,COCC(O)CNC(=O)COc1ccc2c(=O)c(-c3ccc(Cl)cc3)c(C)oc2c1 (stereo unspecified)
-4,-18%,C/C(=N\NC(=O)C(C)C)c1ccccc1
8,-1%,CCOC(=O)c1cc(-c2ccc(S(=O)(=O)N3CCN(c4ccc(Cl)cc4)CC3)s2)on1
-8,-8%,O=C(CNC(=O)c1ccccc1)NCCc1c[nH]c2ccccc12
2,-15%,Cc1[nH]c2ccccc2c1C(=O)CSc1nnnn1C1CCCC1
-1,?,Cc1nnc(NC(=O)c2cc(=O)c3ccccc3o2)s1
4,10%,CCc1cccc(C)c1NS(=O)(=O)c1ccc(-c2coc(C)n2)cc1
-4,6%,CC(C)C(=O)Nc1ccc(F)cc1F
0,-6%,CCc1ccc(CCC(=O)NCc2cccnc2)cc1
-8,18%,CCOc1ccc(C2(c3cccc(F)c3)CCCCC2)cc1
27,-11%,O=C(CN1CCCC(C(F)(F)F)C1)Nc1cccc2ncccc12 (stereo unspecified)
2,-4%,O=C(c1ccc2c(c1)OCO2)N(Cc1cccs1)C1(C(=O)NC2CCCC2)CCCCC1
0,26%,CC(C)c1ccc(NC(=O)C2CC(=O)N(C(C)(C)C)C2)cc1 (stereo unspecified)
0,2%,Brc1ccc(-c2noc(-c3ccccc3-c3ccccc3)n2)cc1
7,8%,COc1ccc(C(=O)C(C)OC(=O)c2ccc(OCC(N)=O)cc2)cc1 (stereo unspecified)
-17,-21%,COCc1ccc(C(=O)NC(C)c2ccc(F)cc2F)cc1 (stereo unspecified)

# A different layout for part of the listing above:
# Each structure is followed by: LDHA block | ALOX12 inh
> Cc1nnc(NC(=O)c2cc(=O)c3ccccc3o2)s1
    -1 | ?
> O=C(c1ccc2c(c1)OCO2)N(Cc1cccs1)C1(C(=O)NC2CCCC2)CCCCC1
    2 | -4%
> COCc1ccc(C(=O)NC(C)c2ccc(F)cc2F)cc1 (stereo unspecified)
    -17 | -21%
> Brc1ccc(-c2noc(-c3ccccc3-c3ccccc3)n2)cc1
    0 | 2%
> COc1ccc(C(=O)C(C)OC(=O)c2ccc(OCC(N)=O)cc2)cc1 (stereo unspecified)
    7 | 8%

# Returning to the listing; the five compounds before the break are reprinted first.
LDHA block,ALOX12 inh,mol
2,-4%,O=C(c1ccc2c(c1)OCO2)N(Cc1cccs1)C1(C(=O)NC2CCCC2)CCCCC1
0,26%,CC(C)c1ccc(NC(=O)C2CC(=O)N(C(C)(C)C)C2)cc1 (stereo unspecified)
0,2%,Brc1ccc(-c2noc(-c3ccccc3-c3ccccc3)n2)cc1
7,8%,COc1ccc(C(=O)C(C)OC(=O)c2ccc(OCC(N)=O)cc2)cc1 (stereo unspecified)
-17,-21%,COCc1ccc(C(=O)NC(C)c2ccc(F)cc2F)cc1 (stereo unspecified)
-13,-13%,O=C(Cn1cnc2cc(F)ccc2c1=O)N(C1CC1)C1CCS(=O)(=O)C1 (stereo unspecified)
5,?,CC(C)CCOc1ccc(C(=O)CCN(C)C)cc1
6,6%,CSc1ccc(CCNc2nc(-c3ccccc3F)no2)cc1
6,?,N=c1nnc(-c2ccc(Cl)cc2)cn1O
7,-1%,CCOC(=O)C1=C(C)OC(n2cccc2)=C(C#N)C1c1cc(OC)c(OC)c(OC)c1 (stereo unspecified)
4,11%,O=C(NCCc1ccc2c(c1)OCCO2)c1ccc(NS(=O)(=O)c2cccs2)cc1
-13,?,Cc1ccc(Cn2nc(C)c(C(=O)OCC(=O)c3cc(C)n(C(C)C)c3C)c2Cl)cc1
-3,-17%,CC(C)Cn1c(-c2ccc(F)cc2)cnc1SC1CCCCNC1=O (stereo unspecified)
8,?,Cc1ccc(C)c(CS(=O)(=O)Cc2nc(CC(C)C)no2)c1
-1,28%,Nc1cccc(C(=O)c2ccc(F)cc2)c1
8,37%,COc1ccc(OC)c(/C(C)=N/O)c1
3,?,CC(C)CCOc1ccc(/C=C(/CC(=O)O)c2nc3ccccc3s2)cc1
5,-2%,O=C(C1CCN(c2nc3ccccc3o2)CC1)N1CCOCC1
-4,13%,CCOC(=O)C1=CCC(c2ccc(N(CC)CC)cc2)N(S(=O)(=O)c2ccc(C)cc2)C1c1ccc([N+](=O)[O-])cc1 (stereo unspecified)
-9,2%,CCOC(=O)COc1ccc2c(=O)c(-c3ccc(Cl)cc3)c(C(F)(F)F)oc2c1
10,19%,COc1cccc(N2CCN(C(=O)Cc3ccc(N4CCCC4=O)cc3)CC2)c1
4,9%,CC(=O)Nc1ccc(NC(=O)COc2ccc3c(C)cc(=O)oc3c2C)cc1
1,?,Cc1ccccc1NC(=O)CSc1nc(C2CC2)n(-c2ccccc2)n1
4,-4%,CCN(CC)c1ccc(NC(=O)CCCn2cnc3c2c(=O)n(C)c(=O)n3C)cc1
-1,-30%,O=C(NCc1ccccn1)[C@@H]1CCCN1C(=O)[C@@H]1CCCN1C(=O)c1c(F)cccc1F
-4,?,O=C1CC(=O)CC(c2ccc(Cl)cc2)C1
-3,10%,Cc1nn(C)c2sc(C(=O)N3CCN(S(=O)(=O)c4cc(F)ccc4F)CC3)cc12
5,?,O=C(NCC1CCCO1)c1ccc(CSc2nc3cccnc3n2Cc2ccccc2)cc1 (stereo unspecified)
-1,39%[activator],CC(c1nc2ccccc2n1CC(=O)N(c1ccccc1)C(C)C)N1CCOCC1 (stereo unspecified)
0,-4%,Cc1ccc(-c2ccc(OC(=O)c3ccccc3)c(C)c2)cc1
-6,?,O=C(O)c1nnn(-c2ccc(Br)cc2)c1C(F)(F)F
2,43%,CSc1ccccc1NC(=O)c1ccc(C)s1
1,-15%,Cc1cccc(Oc2ccc(NC(=O)CC3Sc4ccccc4NC3=O)cc2)c1 (stereo unspecified)
6,-21%,COC(=O)C1=C(C)Nc2nc3ccccc3n2C1c1ccc(O)cc1 (stereo unspecified)
-1,?,FC(F)(F)Sc1ccc(N=Cc2c3ccccc3cc3ccccc23)cc1
-2,?,O=C(O)C(CO)NS(=O)(=O)c1ccc(Br)cc1 (stereo unspecified)
11,-13%,COc1ccc(C)cc1Nc1nc(N)c(C(=O)c2cc(C)ccc2C)s1
6,?,CCN(CC(=O)NC(C)C)C(=O)c1cc(C(C)C)nc2ccccc12
0,4%,CC(Sc1cc(Cl)ccc1Cl)C(=O)NCCC(=O)N1CCCCC1 (stereo unspecified)
-9,-3%,CC(C)(C)C(=O)N1CCN(Cc2ccco2)CC1
3,?,Cc1cc(C)n2nc(C(=O)OCc3cc(=O)oc4cc(C)c(C(C)C)cc34)nc2n1
4,?,COc1ccc(CNC(=O)/C=C/c2ccc(C)cc2)cc1
-19,9%,COc1ccc(S(=O)(=O)NCCO)cc1C
40,?,CCOC(=O)N1CCN(c2cc(C(=O)O)c3cc(NC(=O)CC(C)C)ccc3n2)CC1
-10,-60%,COc1ccc(Cl)cc1NC(=O)C1CCCN1C(=O)C12CC3CC(CC(C3)C1)C2 (stereo unspecified)
15,-24%,CN1CCCC1CNC(=O)c1cc2ccccc2o1 (stereo unspecified)
-2,-9%,COC(=O)[C@H](NC(=O)Nc1cc(C)cc(C)c1)C(C)C
-2,3%,COC(=O)C1=C(C)N(c2ccccc2)C(=O)CC1C(=O)Nc1ccccc1 (stereo unspecified)
-8,?,CN1CCN(C(C(=O)O)c2cn(CCC(=O)O)c3ccc(Br)cc23)CC1 (stereo unspecified)
4,-20%,CCn1cnc2c1c(=O)n(CC(=O)NCc1ccccc1Cl)c(=O)n2Cc1ccccc1
-6,-25%,Cc1nc(SC(C)C#N)c2c(=O)n(C)c(=O)n(CC(C)C)c2n1 (stereo unspecified)
-2,-2%,O=CNC12CCC3CC(CC(C3)C1)C2
-2,?,CCCCn1nnnc1C(c1ccccc1)N1CCN(c2ccc(OC)cc2)CC1 (stereo unspecified)
-6,?,O=C(NC(c1ccc(Cl)cc1)c1cccnc1)C1CCCCC1 (stereo unspecified)
-3,?,C=C(C)Cn1c(SC/C=C/C)nc2c1c(=O)n(C)c(=O)n2C
-22,-3%,O=C(N/N=C/C1CC2CCC1C2)C12CC3CC(CC(C3)C1)C2 (stereo unspecified)
-3,0%,CCCCCCNC(=O)C(C#N)c1nc2ccccc2nc1N(CC)CC (stereo unspecified)
4,-19%,Cc1ccc(C(=O)NC(Nc2cccc(C(F)(F)F)c2)C(=O)c2ccccc2)cc1 (stereo unspecified)
1,26%,CC(C(=O)NC1CCCCC1)N(C)CC(=O)Nc1ccc(Cl)c(C(F)(F)F)c1 (stereo unspecified)
-21,22%,Cc1[nH]c2ccccc2c1C(=O)C(=O)N(C)C1CCS(=O)(=O)C1 (stereo unspecified)
0,13%,O=C(c1ccc2ccccc2n1)N1CCC(C(=O)N2CCCCCC2)CC1
-2,8%,CC(C)NC(=O)C(=O)c1c(-c2ccccc2)[nH]c2ccccc12
-1,-1%,COC(=O)c1cc2c(Br)cc(OC)c(OC)c2[nH]1
3,10%,Cn1nc(CC(=O)NCc2ccccc2CN2CCCC2)c2ccccc2c1=O
0,-6%,COc1ccc(/C=N/OC(=O)COc2cccc(C)c2C)cc1COc1ccc(F)cc1

# (listing goes on)
LDHA block,ALOX12 inh,mol
-14,5%,O=C(CSc1nccn2nc(-c3cccc4ccccc34)cc12)N1CCN(c2ccc(F)cc2)CC1
-1,?,CCN(C(=O)CN(C)S(=O)(=O)c1cc2c(cc1C)NC(=O)C(C)O2)c1ccc(OC)cc1 (stereo unspecified)
-4,10%,CCOC(=O)N1CCN(C(=O)CN(c2cc(C)ccc2OC)S(C)(=O)=O)CC1
7,?,CCc1nc2c(sc3ncccc32)c(=O)n1CC(=O)Nc1ccc(C(C)C)cc1
-8,3%,Cc1ccc(-c2cnc(CCC(=O)N3CCC(CN4CCOCC4)CC3)o2)cc1C
7,10µM*,Nc1nccnc1C(=O)Nc1ccc2ccccc2n1
4,14%,CCOc1ccc(NC(=O)/C=C/Sc2ccccc2)cc1
6,38%[activator],Cc1ccc2nc(C)cc(C(=O)OCC(=O)c3ccc(C)c([N+](=O)[O-])c3)c2c1
5,?,OC1CCN(c2cc(C(F)(F)F)nc3ccccc23)CC1
7,?,O=C(COc1ncnc2sc3c(c12)CCCC3)N1CCc2ccccc2C1
-11,?,O=S(=O)(c1ccc2nc(N3CCN(c4ccc(F)cc4)CC3)ccc2c1)N1CCCC1
4,24%,Cc1ccc(-c2cnc(CCC(=O)N(C)C(C)c3ccc(S(C)(=O)=O)cc3)o2)cc1C (stereo unspecified)
-4,1%,CC(C(=O)NCCN1CCN(C)CC1)C1CCN(C(=O)c2cc3ccccc3[nH]2)CC1 (stereo unspecified)
-18,-3%,Cc1nc2c(c(C)c1CCC(=O)NCCN1CCCCCC1)c(=O)n(C)c(=O)n2C
-1,2%,CN(C)CCCNC(=O)c1cc(-c2ccc3c(c2)OCO3)nc2ccccc12
-3,?,Cc1oc(-c2ccccc2)nc1C(=O)OCC(=O)NC1(C#N)CCCCC1
0,?,CCCCC1c2cc(c(O)cc2O)C(CCCC)c2cc(c(O)cc2O)C(CCCC)c2cc(c(O)cc2O)C(CCCC)c2cc1c(O)cc2O (stereo unspecified)
10,1%,Cc1ccc(NC(=O)C(=O)c2cn(CC(=O)N3CCOCC3)c3ccccc23)cc1F
-4,?,Cc1cc2ccccc2n1CC(=O)N(Cc1ccccc1)C1CC1
0,12%,CCOC(=O)COc1ccc2c(=O)c(Oc3ccccc3OCC)coc2c1
10,-7%,O=C(c1cc2ccccc2oc1=O)N(Cc1cccc(Cl)c1)Cc1ccco1
0,?,CC(C)Cn1c(Cn2cccn2)nc2cc(NC(=O)c3ccccc3)ccc21
-25,-26%,Cc1cc(Cl)ccc1NC(=O)Cn1cnc2c1c(=O)n(C)c(=O)n2C
-4,-30%,O=[N+]([O-])c1cccc(/C=C/c2nc3nc4ccccc4nc3n2-c2cccc(C(F)(F)F)c2)c1

# Shown with two lines to a compound: part of the list above
# Each structure is followed by: LDHA block | ALOX12 inh
Cc1cc2ccccc2n1CC(=O)N(Cc1ccccc1)C1CC1
→ -4 | ?
Cc1cc(Cl)ccc1NC(=O)Cn1cnc2c1c(=O)n(C)c(=O)n2C
→ -25 | -26%
O=[N+]([O-])c1cccc(/C=C/c2nc3nc4ccccc4nc3n2-c2cccc(C(F)(F)F)c2)c1
→ -4 | -30%
